EBI2 block: blocks human EBI2 receptor beta-arrestin signaling. P32249. EBI2 beta-arrestin recruitment, luminescence, 7a,25-OHC stimulated. inhibition, % at 5 µM. actives 0.81% (n = 360,000). AID 651636; in the data active means inhibition above about 38%;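 further: enzyme fragment complementation signal reports receptor beta-arrestin coupling in cells; 0% = agonist plus DMSO wells and 100% = wells without agonist; some results beyond the cut were filed as inactive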
Target sequence (P32249 whole entry, looked up, the tested form may be a part): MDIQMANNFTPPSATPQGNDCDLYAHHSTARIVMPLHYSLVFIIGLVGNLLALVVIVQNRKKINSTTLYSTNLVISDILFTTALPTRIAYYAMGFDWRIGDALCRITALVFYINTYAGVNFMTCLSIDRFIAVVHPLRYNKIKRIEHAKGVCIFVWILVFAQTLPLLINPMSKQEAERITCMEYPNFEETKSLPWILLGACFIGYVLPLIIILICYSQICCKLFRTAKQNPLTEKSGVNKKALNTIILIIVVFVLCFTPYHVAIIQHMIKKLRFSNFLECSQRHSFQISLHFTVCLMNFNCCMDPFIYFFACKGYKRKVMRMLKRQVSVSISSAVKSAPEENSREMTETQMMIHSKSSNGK
CXCR6 block: blocks human CXCR6 beta-arrestin recruitment; inhibition, % at 20 µM; CHO-K1 PathHunter CXCR6 beta-arrestin, luminescence; O00574; actives 0.36% (n = 360,000); in the data active means inhibition above about 34%, passing the limit was not always enough;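 further: antagonist mode with CXCL16 agonist at 10 nM final; 0% = 10 nM CXCL16 with DMSO and 100% = unstimulated wells without agonist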
Target sequence (O00574 whole entry, looked up): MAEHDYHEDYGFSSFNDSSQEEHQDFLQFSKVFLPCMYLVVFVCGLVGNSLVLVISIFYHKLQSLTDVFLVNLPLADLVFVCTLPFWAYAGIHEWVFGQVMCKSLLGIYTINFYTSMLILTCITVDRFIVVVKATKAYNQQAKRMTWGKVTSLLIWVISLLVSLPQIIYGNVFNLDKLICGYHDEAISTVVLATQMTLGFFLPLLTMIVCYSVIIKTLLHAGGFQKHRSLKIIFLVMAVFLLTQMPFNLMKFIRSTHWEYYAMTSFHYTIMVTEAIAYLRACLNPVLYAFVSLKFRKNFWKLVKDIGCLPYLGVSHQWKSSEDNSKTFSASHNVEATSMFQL
* hit, by the source's call. Some of the compounds tested, so the mix of outcomes need not match the whole.

SMILES	EBI2 block	CXCR6 block
C[C@@H]1CN([C@H](C)CO)C(=O)CCCn2nncc2CO[C@H]1CN(C)Cc1ccccc1	-6.4	-6.7
CCc1nc2c(OCC=C(C)C)cccn2c1N(C)C(=O)c1ccccc1F	1.3	5.8
C[C@@H]1CCCCO[C@@H](CN(C)S(=O)(=O)c2ccc(Cl)cc2)[C@@H](C)CN([C@H](C)CO)C(=O)c2cc(N(C)C)ccc2O1	-9.2	-1.2
CCCNC(=O)C1(C)CCN1C(=O)Cc1ccc(C(C)C)cc1 (stereo not given)	-4.3	-3.1
C[C@@H]1CC2=C(C(=O)OC(C)(C)O2)[C@H](c2ccc(F)cc2)O1	-4.5	1.8
C#CCN(C[C@@H]1[C@@H](OC(=O)NCCCCCC)[C@@H](OC(=O)NCCCCCC)Cn2c(=O)n(CCCCCC)c(=O)n21)S(=O)(=O)c1ccc(C)cc1	15.2	-1.1
CC(C)[C@@H]1Cc2[nH][nH]c(=O)c2[C@H](CCc2ccccc2)O1	-2.3	4.0
O=C(NCc1cccc(Cl)c1)C1Cc2c(-c3ccccc3)ccnc2O1 (stereo not given)	10.4	-8.2
CC1CN(C(=O)COC(=O)c2cncc(Br)c2)CC(C)O1 (stereo not given)	4.0	5.4
CC(C)[C@H](N)C(=O)N[C@H]1CCC2C3CC=C4C[C@@H](O)CC[C@]4(C)C3CC[C@@]21C (stereo not given in full)	0.9	-9.8
CCCCCC(=O)N1C[C@@H](O)[C@H](n2cc(-c3ccc(F)cc3)nn2)C[C@@H]1c1ccc(C)cc1	19.6	5.4
CCN1C(=O)[C@H]2[C@@H](c3ccc(OC)cc3)N[C@]3(CCCN(Cc4ccc(Cl)cc4)C3=O)[C@H]2C1=O	-1.9	7.9

The list goes on (2 carried over from the part before).
SMILES	EBI2 block	CXCR6 block
CCCCCC(=O)N1C[C@@H](O)[C@H](n2cc(-c3ccc(F)cc3)nn2)C[C@@H]1c1ccc(C)cc1	19.6	5.4
CCN1C(=O)[C@H]2[C@@H](c3ccc(OC)cc3)N[C@]3(CCCN(Cc4ccc(Cl)cc4)C3=O)[C@H]2C1=O	-1.9	7.9
COc1cc(C(=O)COC(=O)c2ccc3c(c2)OCCO3)cc(OC)c1OC	-0.5	1.1
CC(C)C(=O)N1CCCC1(C)C(=O)Nc1ccc(-n2cncn2)cc1 (stereo not given)	-4.2	-3.8
O=C(NCC1CCCCC1)c1ccc2nc([C@@H]3O[C@H](CO)[C@H](O)[C@H](O)[C@H]3O)[nH]c2c1	-9.4	-6.6
CCOC(=O)c1sc2nc(OCCN3CCOCC3)cc(C)c2c1N	-1.4	-2.1
CNc1cncc(-c2cc(OC)c(OC)c(OC)c2)n1	-0.6	0.1
CC1=C(C(=O)N(C)C)CC(CC(=O)NCC2CCCCC2)C(=O)N1Cc1ccc(C(C)(C)C)cc1 (stereo not given)	7.1	-1.2
COC(=O)CCCn1cc(CN2CC(N3CCCCC3)CS2(=O)=O)nn1 (stereo not given)	-4.6	-6.2
COc1ncnc2c1ncn2CCCN(C)Cc1ccco1	-1.4	2.4
CCC(c1nc2ccccc2[nH]1)N(Cc1cccnc1)C(=O)c1cc(-c2ccccc2)on1 (stereo not given)	2.6	0.5
N#Cc1ccc(S(=O)(=O)N2CCCCC2c2cc(C(=O)NCc3cccnc3)no2)cc1 (stereo not given)	1.1	-5.2
CSc1ccc(CN2CCC2(C)C(=O)Nc2cccc(Oc3ccccc3)c2)cc1 (stereo not given)	23.9	6.7
COc1ccc(-c2csc(C(C)(O)c3ccc(F)c(F)c3)n2)cc1OC (stereo not given)	5.6	5.4
COc1ccc([C@@H]2C[C@H]3[C@@H](CN2S(=O)(=O)c2ccccc2)C(=O)C[C@@H](c2cccc4ccccc24)N3S(=O)(=O)c2ccc(C)cc2)cc1	4.4	3.6
CCCC1NC(=O)c2cccnc2-n2c1nc1cc(C)cc(C)c1c2=O (stereo not given)	15.3	-5.2
N#Cc1cccc(NC(=O)c2cc(C3CCCCN3C(=O)c3ccc4c(c3)CCO4)on2)c1 (stereo not given)	-9.1	-1.7
CN(Cc1ccccc1)C(=O)c1ccc(Nc2nc(C(N)Cc3ccccc3)cs2)nc1 (stereo not given)	-8.5	-13.5
CC(=O)c1cccc(-c2cnc3c(NC=O)cc(-c4ccc(F)cc4)cn23)c1	21.7	12.0
Cc1ccc(S(=O)(=O)N2C[C@H]3N(C(=O)OC(C)C)N(C(=O)OC(C)C)C[C@H](OC(=O)Nc4c(C)noc4C)[C@@]3(O)C2)cc1	-1.9	-2.4
COc1cc(OC)cc(C2=Cc3ccccc3C(CC(=O)c3ccco3)N2c2ccc(-c3cnc(OC)nc3)cc2)c1 (stereo not given)	-10.9	-2.0
CN(C)c1ccc(CNC(=O)C2(C)Cc3c(-c4cccc(C(N)=O)c4)ccnc3O2)cc1 (stereo not given)	1.8	3.8
CC(=O)c1ccc(Nc2ncnc3ccc(Br)cc23)cc1	-19.7	-2.0
CC1(C(=O)NCc2ccccc2)Cc2c(-c3ccc(C(N)=O)cc3)ccnc2O1 (stereo not given)	-2.8	-4.1
O=c1[nH][nH]c2c1[C@@H](c1ccc(F)cc1)O[C@H](CCOCc1ccccc1)C2	3.2	1.3
CCC/C=C/c1ccc(CN2C(C(C)C)C(=O)N(Cc3cn(CCC4OCCCO4)nn3)CCS2(=O)=O)cc1 (stereo not given)	2.3	-16.1
CCOC(=O)C1(C(=O)OCC)COC(=O)C1CN1Cc2cc3ccccc3nc2C1 (stereo not given)	-49.5	9.6
CC(=O)Nc1cccc(-c2cc(NC(C)=O)c3ncc(-c4cccc(C(F)(F)F)c4)n3c2)c1	10.2	3.0
COc1cccc(Nc2nc(CN)cs2)n1	-8.6	-4.1
CCNC(=O)C1(C)CCCN1C(=O)c1c(F)cccc1F (stereo not given)	-1.9	-7.7
CC(C)(C)OC(=O)N1C(=O)[C@](OC(=O)c2ccccc2)(c2ccc(F)cc2)c2ccccc21	18.8	2.2
CC1=C(C(=O)N(C(C)C)C(C)C)CC(CC(=O)NCc2cccc3ccccc23)C(=O)N1Cc1ccc(C(C)(C)C)cc1 (stereo not given)	34.3	13.3
COC[C@H]1CCCN1c1ccc2c(c1)O[C@H](COCc1ccccc1)CN([C@H](C)c1ccccc1)S2(=O)=O	23.3	-3.6
O=C(NCc1ccccc1)c1cc(C2CCCCN2C(=O)CCc2ccccc2)on1 (stereo not given)	10.8	6.6
CC1(C(=O)NS(=O)(=O)c2ccc(Cl)cc2)CCN1C(=O)C1CC1 (stereo not given)	-8.4	-1.1
COc1ccccc1C(=O)Nc1nnc([C@@H]2C[C@H](O)[C@@H](CO)O2)s1	0.8	6.4
CCCCCc1c(-c2cccc(F)c2)ncn1CCc1ccccc1OC	18.0	-1.0
CCc1nc2ccc(C(=O)NCc3ccccc3OC)cn2c1N(C=O)CCC(C)C	2.4	6.3
COC(=O)c1ccc(C(=O)N2CCCCCC2(C)C(=O)NC(C)C)cc1 (stereo not given)	-5.6	-6.3
COc1ccc(NC(=O)N(C)C[C@@H]2Oc3cc(C#CCN(C)C)ccc3S(=O)(=O)N([C@H](C)CO)C[C@H]2C)cc1	-9.7	-2.7
CC(=O)NC(C)(c1ccccc1)c1nc(-c2cccc(F)c2)cs1 (stereo not given)	17.5	10.0
O=C(Nc1ccc(Cl)cc1)c1cc(S(=O)(=O)N2CCCCC2)ccc1N1CCOCC1	0.3	5.6
Cc1ccccc1-c1nc(NCC2CC2)nc2ccsc12	1.5	4.5
CC(C)(C)c1ccc(CC(=O)N2CCC2(C)C(=O)NS(=O)(=O)c2cccc(C#N)c2)cc1 (stereo not given)	1.3	0.2
Cc1ccccc1S(=O)(=O)NC(=O)C1(C)CCN1C(=O)C(C)(C)c1ccccc1 (stereo not given)	-12.1	-3.1
COC(=O)c1ccc(CNC(=O)C(Cc2ccccc2)NC(=O)c2ccccc2)cc1 (stereo not given)	-1.5	1.5
c1coc(-c2ccc3nncn3c2)c1	4.8	22.2
Nc1ccccc1SC(CC(=O)c1ccccc1)c1ccccc1 (stereo not given)	7.7	10.7
COc1ccc(Cn2cc(CN3CCc4onc(-c5ccccc5OC)c4C3=O)nn2)cc1	-0.3	-3.8
CC(C)COC(=O)N(C)C[C@H]1OCc2cnnn2CCCC(=O)N([C@H](C)CO)C[C@H]1C	-7.5	7.0
O=C(OCc1cn([C@H]2C[C@H](c3ccccc3)N(Cc3cccs3)C[C@@H]2O)nn1)c1ccccc1	-3.5	1.7
CC1(Cc2ccc(F)cc2)C(=O)Nc2ccc(-c3cccnc3)cc21 (stereo not given)	14.9	-11.7
CCCC1NC(=O)c2cc3ccccc3cc2-n2c1nc1cc(F)ccc1c2=O (stereo not given)	27.5	4.4
CS(=O)(=O)c1ccc(Nc2nc(C(N)c3ccccc3)cs2)cc1 (stereo not given)	-7.5	-6.2
COc1ccc(CCNC(=O)Nc2ccc3c(c2)c(=O)n(C)n3CC=C(C)C)cc1OC	-2.5	-8.3
C[C@H]1CN([C@@H](C)CO)C(=O)CCCn2nncc2CO[C@H]1CN(C)S(=O)(=O)c1ccc2c(c1)OCCCO2	0.6	-2.3
COc1ccc(N2C[C@H](C)[C@@H](CC(=O)Nc3ccc(Br)cc3)C2=O)cc1	-3.8	-7.5
CCOC(=O)N(C)C[C@H]1OCc2cnnn2CCCC(=O)N([C@@H](C)CO)C[C@H]1C	4.5	-0.4
Cc1ccc(NC(=O)CSCC(=O)N(C)Cc2c(F)cccc2Cl)cc1	8.3	-2.6
Cc1ccccc1Nc1nc(N)nc(COC(=O)c2nn(C)c(=O)c3ccccc23)n1	3.1	3.6
COc1cc2c(cc1OC)CN1CCc3cc(OC)c(OC)cc3C1C2 (stereo not given)	0.1	-5.8
COC(=O)N(C)C[C@H]1OCc2cnnn2CCCC(=O)N([C@@H](C)CO)C[C@@H]1C	-6.3	-3.9
Additional entries:
SMILES	EBI2 block	CXCR6 block
Cc1cnc(CNC(=O)c2csc([C@@H]3C[C@H](O)[C@@H](CO)O3)n2)cn1	-6.2	-2.9
CC1CCC(NC(=O)C2CCC(CNS(=O)(=O)c3ccc4c(c3)C(C)(C)C(=O)N4C)CC2)CC1 (stereo not given)	3.8	4.4
CCOC(=O)C1=CCN(S(=O)(=O)c2ccc(F)cc2)C1c1ccc(C)cc1 (stereo not given)	3.8	-3.5
CC1=C(C(=O)N2CCCCCC2)CC(CC(=O)NCCCN(C)C)C(=O)N1Cc1ccc(F)cc1 (stereo not given)	-6.1	0.6
COc1ccc(C(C)=O)cc1Cn1c(C)c(C(=O)NCCC#N)sc1=O	-7.9	-4.5
Cc1nn(C2CCS(=O)(=O)C2)c(C)c1CN(C)C(=O)c1ccc(F)cc1 (stereo not given)	-3.3	0.7
CC(=O)N(CCc1ccccc1)c1ccc2c(c1)C1CC2CCN1C(=O)OCc1ccccc1 (stereo not given)	26.0	7.8
COc1cccc(NC(=O)C2(C)CCCN2C(=O)C(C)C)c1 (stereo not given)	-4.7	11.1
COC(=O)c1ccc2nc(-c3ccco3)c(Cc3cccc(Cl)c3)n2c1	10.8	6.6
CCc1nc2c(OCc3cc(Cl)cc(Cl)c3)cccn2c1N(C)C(=O)Nc1ccccc1OC	24.7	32.8
CCCCNC(=O)C1(C)CCN1C(=O)c1cc2ccccc2s1 (stereo not given)	-3.0	2.6
CC1=C(C(=O)N2CCCCCC2)CC(CC(=O)NCCCCc2ccccc2)C(=O)N1Cc1ccccc1 (stereo not given)	7.8	7.6

Single records, from the list above. Order of screens: EBI2 block	CXCR6 block
`CCOC(=O)C1=CCN(S(=O)(=O)c2ccc(F)cc2)C1c1ccc(C)cc1` (stereo not given) is entered as 3.8	-3.5
`CC1=C(C(=O)N2CCCCCC2)CC(CC(=O)NCCCCc2ccccc2)C(=O)N1Cc1ccccc1` (stereo not given) is entered as 7.8	7.6
`CC(=O)N(CCc1ccccc1)c1ccc2c(c1)C1CC2CCN1C(=O)OCc1ccccc1` (stereo not given) is entered as 26.0	7.8
`COC(=O)c1ccc2nc(-c3ccco3)c(Cc3cccc(Cl)c3)n2c1` is entered as 10.8	6.6

The listing continues:
SMILES	EBI2 block	CXCR6 block
CN(C)CCN1CCN(C(c2cc3ccccc3o2)c2nnnn2C(C)(C)C)CC1 (stereo not given)	-5.9	-5.2
C[C@@H]1CN([C@@H](C)CO)C(=O)CCCn2cc(nn2)CO[C@H]1CN(C)S(=O)(=O)c1ccccc1F	-5.7	4.9
COCCn1c(=S)[nH]c2cc(C(=O)N3CCN(C4CCCCC4)CC3)ccc2c1=O	6.8	-11.0
CCC1CC(C(=O)O)CC(=O)N1 (stereo not given)	-4.7	10.4
Cc1ccc(S(=O)(=O)NC(=O)C2(C)CCN2C(=O)C2CCCCC2)nc1 (stereo not given)	-4.4	4.3
OC[C@@H]1CN(Cc2ccc(-c3ccccc3)cc2)C[C@H](n2cnc3c(N4CCOCC4)ncnc32)O1	4.5	-5.5
COc1ccc(-n2nc3ccc(N)cc3n2)cc1	-5.0	-7.9
COc1ccc(-n2nc3c(c2NC(=O)c2ccccc2)CS(=O)(=O)C3)cc1	-1.8	0.9
CCOC(=O)C1=CCN(S(=O)(=O)c2ccccc2F)C1c1cccc(F)c1 (stereo not given)	-30.1	-3.9
O=c1c2ccccc2nnn1CCc1ccccc1	10.5	-6.0
COC(=O)[C@]12CCCCC=C1N(Cc1ccccc1)C(=O)[C@H](CC(=O)N1CCSCC1)C2	0.1	7.0
Cn1c(=O)c2c(-c3ccccc3)n(-c3ccccc3S)cc2n(C)c1=O	3.9	-1.4
COC(=O)[C@]1(Sc2ccc(OC)cc2)CC(=O)N[C@@H]1c1ccccc1	0.2	-1.5
O=C(NCc1ccccc1)C1CNCC(C(=O)NCc2ccccc2)C1 (stereo not given)	3.3	2.7
C[C@@H]1COc2cc(N3CC[C@H](O)C3)ccc2S(=O)(=O)N1	-6.3	-2.5
O=C(NCc1ccco1)c1cccc(-c2ccc3nccn3c2)c1	-1.5	-10.9
Cc1nc2c(OCc3ccc(Cl)cc3Cl)cccn2c1N(C)CC1CC1	38.7	35.3
OCC[C@@H]1C[C@H](O)[C@@H](O)[C@]2(OCCc3cc(C(F)(F)F)ccc32)O1	-0.5	1.3

Screening results: PubChem, Sanford-Burnham Center for Chemical Genomics
